Compound activity as filed in PubChem BioAssay.
PLK1 inh: blocks human PLK1 kinase activity | 97,000 compounds, 0.53% hits | AID 619 | recombinant PLK1 kinase, TR-FRET peptide phosphorylation | inhibition, % at 10 µM | P53350;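 active = inhibition of 50% or more in the single-concentration screen; inactive = inhibition below 50%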;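 note: 0% = DMSO max control and 100% = H-89 dihydrochloride min control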
Pyk2 oligo antag: blocks oligomerization of human Pyk2 in cells; Q293 cells, Pyk2 FERM NanoBiT luminescence; hits give low values; z-score (the deposit names both 25 µM and 10 µM); 99,000 compounds, 0.83% hits;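 active = Z-score of -3 or lower, scaled per plate to the spread of control and sample wells; inactive = z-score above -3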;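 note: negative z-score means lost luminescence so less FERM oligomerization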
LYP inh 2: inhibitors of human LYP (PTPN22) phosphatase. Q9Y2R2. recombinant LYP catalytic domain, DiFMUP fluorescence. inhibition, % at 2 µM. 96,000 compounds, 0.21% hits;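 active = inhibition at 2 µM at or above a set limit, the screen mean plus 3 SD, cut at about 24% in these data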;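 note: 0% = DMSO with enzyme and 100% = enzyme fully blocked by orthovanadate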
Target sequence (Q9Y2R2 whole entry, looked up, the tested form may be a part): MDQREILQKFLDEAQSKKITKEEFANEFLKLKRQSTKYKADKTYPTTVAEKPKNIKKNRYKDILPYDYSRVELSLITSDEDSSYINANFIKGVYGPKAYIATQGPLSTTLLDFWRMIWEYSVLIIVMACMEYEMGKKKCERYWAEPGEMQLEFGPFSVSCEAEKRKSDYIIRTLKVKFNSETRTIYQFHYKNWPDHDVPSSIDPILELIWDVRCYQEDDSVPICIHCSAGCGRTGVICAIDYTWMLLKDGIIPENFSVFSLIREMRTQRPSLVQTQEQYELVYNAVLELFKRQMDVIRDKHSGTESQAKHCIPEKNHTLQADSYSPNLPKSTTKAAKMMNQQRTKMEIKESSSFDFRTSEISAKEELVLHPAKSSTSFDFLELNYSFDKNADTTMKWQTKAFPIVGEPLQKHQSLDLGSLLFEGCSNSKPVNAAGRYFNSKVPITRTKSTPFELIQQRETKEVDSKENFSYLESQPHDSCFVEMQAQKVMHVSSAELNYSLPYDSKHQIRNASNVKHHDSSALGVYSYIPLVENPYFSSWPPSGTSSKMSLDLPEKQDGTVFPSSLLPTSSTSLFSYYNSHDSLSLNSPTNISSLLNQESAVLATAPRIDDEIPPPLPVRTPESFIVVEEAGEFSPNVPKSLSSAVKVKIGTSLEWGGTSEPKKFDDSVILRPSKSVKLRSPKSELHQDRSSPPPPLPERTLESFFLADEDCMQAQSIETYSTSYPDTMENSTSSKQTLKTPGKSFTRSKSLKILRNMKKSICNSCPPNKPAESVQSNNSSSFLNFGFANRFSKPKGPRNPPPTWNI
Plk1 PBD FP: Plk1 (human) PBD binding inhibition | P53350 | Plk1 PBD phosphopeptide binding, fluorescence polarization | inhibition, %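 (tested at about 20 µM)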 | 97,000 compounds, 0.13% hits; in the data active = inhibition above about 34%, passing the limit was not always enough
EphB4 ephrin blk: EphB4-ephrin-B2 interaction antagonism; inhibition, % at 7 µM; P54760; 97,000 compounds, 0.15% hits; EphB4 LBD / TNYL-RAW-Alexa532 peptide, fluorescence polarization;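 active = inhibition above the screen-wide mean inhibition plus 3 SD, cut at about 15% in these data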;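 note: 0% = DMSO wells and 100% = excess unlabeled TNYL-RAW peptide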
FAK blocker: FAK (human) kinase inhibition; biochemical FAK kinase activity assay; Q05397; AID 727; inhibition, %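 (tested at 7 µM)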; 97,000 compounds, 0.84% hits; in the data active = inhibition above about 19%;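 note: 0% = DMSO and 100% = reference compound high control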
HIV Rev-RRE inh: inhibitors of HIV-1 Rev-RRE RNA interaction | P05866 | Rev peptide-RRE RNA binding, FRET | inhibition, % at 8 µM | 97,000 compounds, 0.79% hits | AID 704;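 active = inhibition above the screen-wide mean plus 3 SD, cut at about 35% in these data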;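 note: 0% = median DMSO wells and 100% = median Neomycin B control wells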
Target sequence (P05866 whole entry, looked up): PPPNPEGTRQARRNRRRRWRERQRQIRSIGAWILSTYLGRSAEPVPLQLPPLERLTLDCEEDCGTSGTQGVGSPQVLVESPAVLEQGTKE
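Assay system: Labelled RRE RNA duplex and labelled Rev peptide | Times: 5 min preincubation and 15 min binding, 25 °C | Detection: FRET, ex 480 nm, em 540 and 671 nm | Evaluation: % inhibition of FRET ratio versus controls | Benchmarks: DMSO wells as 0% and neomycin B wells as 100% inhibition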
LYP act: LYP (human) phosphatase activation; activation, % at 2 µM; recombinant LYP, DiFMUP fluorescence; 0 = plate median, 100 = signal doubled; 96,000 compounds, 0.11% hits;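 active = activation at 2 µM above a set limit, the mean plus 5 SD, cut at about 37% in these data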
cytoskel mod: modifiers of cytoskeleton assembly | AID 836 | inhibition, % at 2 µM | HUVEC TNFa F-actin phalloidin imaging, high content | 91,000 compounds, 0.18% hits;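 active = inhibition above the batch mean plus 3 SD and confirmed as a hit by visual image inspection, cut at about 30% in these data, passing the limit was not always enough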; note: strong numbers were not always called active
An asterisk follows results filed as active; · = no result given; [ ] = remark or other dose.

Below each compound – PLK1 inh | Pyk2 oligo antag | LYP inh 2 | Plk1 PBD FP | EphB4 ephrin blk | FAK blocker | HIV Rev-RRE inh | LYP act | cytoskel mod
- CC(/C=N/NC(=O)c1cc(-c2ccc(Cl)cc2)nc2ccccc12)=C\c1ccco1
  -16 | 0.08 | -7 | 12 | -2 | 1 | 1 | 6 | -2
- CC(C)(C)c1ccc(C(=O)OCCNC(=O)c2c(Cl)nc3ccccn23)cc1
  -4 | -3.2* | 4 | -19 | 2 | -1 | 9 | -2 | -11
- CCn1c(SCC(=O)NCc2ccc(C)cc2)nnc1-c1ccncc1
  -4 | 1.2 | -11 | -30 | 3 | 1 | 4 | 11 | 16
- CC(=O)c1cnc2cc(C)nn2c1C
  -5 | 0.96 | -4 | -25 | 7 | 3 | 11 | 1 | 10
- Cc1ccc2nc(SC(C)C(=O)NCc3ccco3)[nH]c2c1 (stereo not given)
  1 | 0.08 | -4 | -18 | 1 | -5 | 3 | 8 | 14
- Cc1nc2cc(-c3cccc(F)c3)nn2c(C)c1CCC(=O)NC(C)CCc1ccco1 (stereo not given)
  -6 | · | -1 | -18 | 1 | 7 | 5 | -2 | 5
- O=S(=O)(Nc1ccc2c(c1)OCO2)c1ccc(Br)s1
  1 | -1.4 | -6 | 1 | 1 | 9 | 6 | 7 | 15
- COc1ccc2nc(SCC(=O)Nc3ccc(S(=O)(=O)Nc4onc(C)c4C)cc3)[nH]c2c1
  -12 | 0.04 | 6 | -11 | -3 | 0 | 2 | -3 | 3
- CCOc1ccc(C(=O)NCC(=O)OCC(=O)N2C(C)CCCC2C)cc1 (stereo not given)
  -2 | 1.2 | 14 | -32 | 2 | 0 | 6 | -12 | 2
- COc1ccc(-c2ccc(=O)n(Cc3cc(=O)n4ccccc4n3)n2)cc1
  -13 | 0.44 | 6 | 3 | -3 | -4 | 1 | -13 | 12
- Clc1cccc(/C=N/Nc2ncnc3ccccc23)c1
  -13 | -0.36 | -12 | -13 | 85*[fluorescence artefact?] | 4 | 8 | 11 | -5
- COc1cccc(C2CC(c3cccs3)=NN2C(=S)Nc2ccccc2)c1OC (stereo not given)
  -13 | -1.7 | 9 | 0 | 12 | 2 | 4 | -5 | 11
- CSc1nc2ccc3nc(NC(=O)C4COc5ccccc5O4)sc3c2s1 (stereo not given)
  -8 | · | 1 | 4 | 2 | 4 | -2 | -1 | -11
- Cc1nc2ccccn2c1C(=O)c1ccccc1
  -9 | 0.46 | 14 | -24 | 2 | 0 | 9 | -14 | -6
- COc1ccc(-c2cc3ccccc3n2CC(O)CN2CCN(CCO)CC2)cc1 (stereo not given)
  -5 | · | 4 | 2 | -6 | -5 | -3 | -6 | 14
- CC(C)CSc1nnc(N)s1
  -9 | -0.18 | -4 | -13 | -6 | 0 | 0 | 5 | 4
- COc1ccc(CCNc2nncc(=O)[nH]2)cc1OC
  -6 | 0.36 | -1 | -13 | 13 | -1 | 1 | 0 | -10
- N#C/C(=C/c1ccc(N2CCOCC2)c([N+](=O)[O-])c1)C(N)=O
  10 | -1.3 | 8 | -2 | 5 | 1 | 9 | -5 | 10
- CCOCCn1c(CN(Cc2ccccc2)Cc2ccccc2)nc2c1c(=O)n(C)c(=O)n2C
  72* | · | · | 20 | -5 | -1 | 1 | · | ·
- CN(c1ccc(C(=O)NCCSCc2ccccc2)cc1)S(=O)(=O)c1ccccc1
  -2 | 0.96 | -10 | 9 | 1 | 1 | 11 | 7 | 8

Next entries follow.
Below each compound – PLK1 inh | Pyk2 oligo antag | LYP inh 2 | Plk1 PBD FP | EphB4 ephrin blk | FAK blocker | HIV Rev-RRE inh | LYP act | cytoskel mod
- O=C(COc1ccccc1Cl)Nc1nc(-c2cccs2)cs1
  -7 | -0.62 | 4 | -4 | 3 | 4 | 10 | 0 | -15
- CCC(=O)Oc1c(S(=O)(=O)c2ccc(C)cc2)c(C)nn1C(C)(C)C
  -6 | -0.59 | -12 | 0 | -6 | -3 | -1 | 10 | -23
- CC(C)CNC(=O)C(=O)N/N=C/c1cccs1
  -12 | 0.01 | -6 | -11 | 6 | -1 | 9 | 8 | -18
- CCc1c(O)nc(SCC(=O)NC(C)(C)C)n(-c2ccccc2)c1=O
  -16 | -0.91 | 6 | 6 | 0 | 4 | 8 | -9 | -35
- O=C(Nc1cccc(-c2cn3ccccc3n2)c1)c1cccc(Cl)c1
  -8 | -2.2 | 17 | -18 | 1 | 0 | 1 | -12 | 26
- COc1ccc(/C=C/C2=NC(=C\N(C)C)/C(=O)O2)cc1
  -4 | 0.95 | -2 | -7 | -8 | 0 | 2 | 1 | 13
- NC(=O)c1cccc2c1C(=O)N(C1CCCCC1)C2
  -13 | · | 1 | -22 | -10 | -4 | 2 | -3 | 11
- COc1ccc(C=O)cc1CSc1nnc(COc2cccc3cccnc23)o1
  4 | -0.76 | 7 | 4 | -9 | 0 | 3 | -7 | 4
- COc1ccc(OC)c(S(=O)(=O)N2CCC(C(=O)NCCc3ccccc3)CC2)c1
  -10 | 1.1 | -5 | -20 | 5 | 5 | 7 | 2 | -5
- COc1cccc(C2CC(c3c(F)cccc3Cl)n3nc(N)nc3N2)c1 (stereo not given)
  -9 | -0.61 | -2 | -16 | 2 | -3 | 7 | -6 | -13
- O=C(CN(C1CCCCC1)S(=O)(=O)c1ccc(Cl)cc1)NCc1ccncc1
  -5 | -0.92 | 10 | -36 | -11 | -2 | 1 | -12 | 36
- COc1ccc(C(=O)OCC(=O)Nc2ccc(F)c(F)c2F)cc1OC
  2 | 1.5 | 5 | -30 | 2 | 0 | 2 | -2 | -7
- Cc1cc2ccccc2n1CCNC(=O)COc1ccc2ccccc2c1
  10 | · | 1 | -6 | 4 | 1 | 5 | -2 | 6
- COc1ccc2oc(=O)c(-c3nnc(NCc4ccco4)s3)cc2c1
  -1 | 1.1 | 22 | -24 | 11 | 21* | 43* | -21 | -13
- O=C1c2cccc3cccc(c23)C(=O)N1c1nccs1
  -6 | -0.07 | -4 | 10 | 2 | 0 | 2 | 4 | 12
- O=C(c1ccccc1)N1CCN(c2ccccc2F)CC1
  -7 | 0.69 | -1 | -19 | 1 | 3 | 10 | 1 | 3
- COc1cccc(NC(=S)NNC(=O)C(C)n2nc(C)c([N+](=O)[O-])c2C)c1 (stereo not given)
  -4 | -0.49 | 0 | 14 | -2 | -2 | 0 | 3 | -2
- C/C(CC(=O)Nc1ccc(N(C)C)cc1)=N\NC(=O)c1ccccn1
  5 | 0.21 | -13 | -8 | -4 | -5 | -1 | 11 | -34
- CCN(Cc1ccccc1)Cc1c(C)[nH]c2c(C)c(C)ccc2c1=O
  -8 | 0.08 | 5 | -1 | 0 | 0 | -2 | -5 | ·
- CC(C)CCNc1nc2c(c(=O)[nH]c(=O)n2C)n1CC(O)COC(C)C (stereo not given)
  2 | 0.07 | 10 | -8 | 0 | -7 | 0 | -14 | -36

(more compounds)
Below each compound – PLK1 inh | Pyk2 oligo antag | LYP inh 2 | Plk1 PBD FP | EphB4 ephrin blk | FAK blocker | HIV Rev-RRE inh | LYP act | cytoskel mod
- COc1ccc(C(=O)Nc2ccccc2C(=O)N/N=C/c2cccc3ccccc23)cc1
  -10 | -0.89 | 4 | -15 | -5 | -1 | 8 | -2 | -16
- O=C(NC(=S)NNC(=O)c1cccs1)c1ccco1
  -18 | -0.15 | 10 | 9 | 9 | 1 | 12 | -5 | -5
- COc1ccc(CN(C2CCCC2)S(=O)(=O)c2ccc(-n3cnnn3)c(OC)c2)cc1OC
  -12 | 1.3 | -3 | 8 | 4 | 1 | 10 | 2 | 5
- O=C(Nc1ccc2c(c1)OCO2)c1ccc2nc[nH]c2c1
  9 | -1.3 | 20 | -28 | 3 | 1 | 4 | -17 | ·
- Cc1nccn1S(=O)(=O)c1ccc(Br)cc1Br
  4 | 1 | -14 | -18 | 3 | 1 | 1 | 14 | -6
- S=c1[nH]nc(CSc2nc3ccccc3s2)o1
  -11 | 1.2 | -6 | 4 | -3 | 5 | 3 | 6 | 20
- COc1cc(Cl)cc2c1Sc1ccccc1/C2=C/CCN(C)C
  -5 | 0.41 | 2 | 11 | 2 | 1 | -1 | 0 | -21
- Cc1nnc(-n2cnc3ccccc32)c2ccccc12
  -12 | 0.52 | -4 | -4 | -3 | 2 | 3 | 6 | 24
- COc1ccc2c(CC(=O)Nc3ccc(OC)c(NS(=O)(=O)c4ccc(F)cc4)c3)coc2c1
  -12 | -0.74 | -5 | -2 | -8 | 1 | 5 | 3 | -36
- Cc1c(CN(C)C(=O)c2ccc(Br)o2)cnn1C
  -13 | 0.19 | -4 | 19 | 11 | 1 | 10 | 4 | 9
- COc1ccc(N2CCN(C(=O)CN(CCc3ccccc3)S(C)(=O)=O)CC2)cc1
  2 | 1.8 | 5 | -9 | -4 | 1 | -1 | -5 | -8
- C=CCNS(=O)(=O)c1ccc(OC)c(C)c1
  -8 | 0.29 | 10 | 16 | -9 | 2 | 9 | -6 | 19
- Cc1nc(N2CCN(Cc3nc4ccccc4[nH]3)CC2)c2oc3ccccc3c2n1
  -1 | 0.03 | -3 | -7 | -11 | 3 | 2 | 0 | 3
- NS(=O)(=O)c1ccc(CNC(=O)c2ccc(Br)o2)cc1
  -10 | 0.38 | 6 | -2 | -5 | -4 | 3 | -11 | -4
- COc1cccc(CNC(=O)C23CN(Cc4ccccc4)CC2C(c2ccc([N+](=O)[O-])cc2)=NO3)c1 (stereo not given)
  -10 | · | -2 | -3 | 5 | 1 | 7 | 5 | 25
- COc1cccc(C(=O)CSc2nnc(-c3cc(OC)c(OC)c(OC)c3)o2)c1
  -4 | 0.46 | 1 | 3 | -3 | 0 | -6 | -1 | -12
- COCCN(CCOC)C(=O)c1cc2c(=O)n3ccccc3nc2s1
  -7 | -0.54 | -4 | -5 | -1 | 0 | 11 | 3 | -13
- COCCn1c(SCC(=O)Nc2cccc(S(N)(=O)=O)c2)nc2ccccc21
  -9 | 0.28 | 1 | 6 | 5 | 0 | 8 | 1 | -25
- Cc1ccc(-n2c(SCC(=O)OC(C)C)nnc2-c2ccco2)cc1
  -8 | -1.1 | 10 | -8 | 3 | -2 | 9 | -8 | 6
- CC(=O)Nc1ccc(-c2nnc(SCC(=O)c3ccc4c(c3)Cc3ccccc3-4)n2C)cc1
  -17 | 1.8 | 14 | -15 | -4 | 7 | -3 | -11 | 2

More structures follow.
Below each compound – PLK1 inh | Pyk2 oligo antag | LYP inh 2 | Plk1 PBD FP | EphB4 ephrin blk | FAK blocker | HIV Rev-RRE inh | LYP act | cytoskel mod
- CCCC(C)C(=O)Nc1nc(C)c(-c2csc(Nc3ccccc3OC)n2)s1 (stereo not given)
  -8 | · | -3 | -12 | -3 | -2 | -5 | 7 | -26
- CCCC(C)NNC(=O)c1cc2ccccc2[nH]1 (stereo not given)
  -3 | 0.46 | 9 | 22 | 5 | 6 | 2 | -6 | 0
- Cc1ccc(N2C(=O)CC(n3ccnc3)C2=O)cc1C (stereo not given)
  -12 | 0.22 | 2 | 3 | 4 | -2 | 5 | 1 | 5
- Cc1noc(NS(=O)(=O)c2ccc(N/C=C/C(=O)c3ccc4c(c3)OCO4)cc2)c1C
  -11 | -0.33 | -1 | -1 | -7 | 8 | 3 | 0 | -10
- CCCCC(=O)N1CCCC(c2nc3c(nnn3Cc3cc(C)ccc3C)c(=O)[nH]2)C1 (stereo not given)
  -9 | -0.62 | 7 | -8 | -3 | 2 | 3 | -8 | 3

Of the compounds above, these contain a tert-butyl group.
Below each compound – PLK1 inh | Pyk2 oligo antag | LYP inh 2 | Plk1 PBD FP | EphB4 ephrin blk | FAK blocker | HIV Rev-RRE inh | LYP act | cytoskel mod
- CC(C)(C)c1ccc(C(=O)OCCNC(=O)c2c(Cl)nc3ccccn23)cc1
  -4 | -3.2* | 4 | -19 | 2 | -1 | 9 | -2 | -11
- CCC(=O)Oc1c(S(=O)(=O)c2ccc(C)cc2)c(C)nn1C(C)(C)C
  -6 | -0.59 | -12 | 0 | -6 | -3 | -1 | 10 | -23
- CCc1c(O)nc(SCC(=O)NC(C)(C)C)n(-c2ccccc2)c1=O
  -16 | -0.91 | 6 | 6 | 0 | 4 | 8 | -9 | -35
